PriA SSB inh: K. pneumoniae PriA-SSBct interaction inhibition; inhibition, % at 33 µM; 0.6% of 430,000 active; AlphaScreen SSBct-PriA binding, biotinylated peptide; in the data active = inhibition mostly above about 37%, no sharp cut-off; inactive = mostly below about 20%;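 also: plate controls were negative control peptide for no effect and reference peptide for full effect; strong numbers were not always called active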
An asterisk follows results filed as active; & = joins results of further samples. Some of the compounds tested; rates above refer to the full screens.

canonical_smiles	PriA SSB inh
Cn1c(=O)c2ncn(CC(=O)NN=C/C=C/c3ccccc3)c2n(C)c1=O	-7
Cc1ccc(C)c(NC(=O)c2c(N)n(/N=C\c3ccccn3)c3nc4ccccc4nc23)c1	-19
C=CCNC(=O)C(=O)Nc1cccc(F)c1	-28&-6
Cc1ccc(S(=O)(=O)N2CCN(C(=S)c3ccc(N(C)C)cc3)CC2)cc1	11
CC1(C)Cc2c(cnn2-c2ccccc2)C(=O)C1=NNC(=O)c1ccccc1O	0
O=C(NCc1ccnc(-c2cccs2)c1)c1nc2ccccc2s1	-14
CC(C)N(CC#CCNC(=O)c1ccc(C(F)(F)F)cc1)C(C)C	-12
O=C(NC[C@@](O)(c1ccccc1)C1CC1)c1ccc2nsnc2c1	-4
COc1ccccc1C(=O)Nc1c(C)nc2sc(C)c(C)n2c1=O	-13
CSc1ccc(C=Nn2c(C)nc3ccccc3c2=O)cc1	-1
Nc1nc2cc3c(cc2s1)OCO3	5&8
CC1(C)Cc2ccccc2C(=CC(=O)c2ccccc2)N1	22
C[C@H]1CCc2c(sc(NC(=O)c3cc(=O)c4ccccc4o3)c2C(N)=O)C1	-28
O=C(Cc1cccc2ccccc12)NNc1ncnc2c1cnn2-c1ccc(F)cc1	1
O=C(CSc1nccn(-c2cccc3ccccc23)c1=O)NC1CCCCC1	29
C=C(C)C1CC=C(C)C(=NNC(=O)COc2ccc(Cl)cc2)C1 (stereo not given)	-3
O=C(Cc1cccs1)N1CCC[C@H](Cc2nc(-c3ccsc3)no2)C1	13
CCNC(=S)NN=Cc1cn(Cc2ccccc2F)c2ccccc12	23
C=CCNC(=O)CCn1cnc2c([nH]c3ccc(F)cc32)c1=O	1
O=C(NCC1CCN(C(=O)c2cccnc2)CC1)C1COc2ccccc2O1 (stereo not given)	-9
NC(=Nc1nc2ccccc2o1)NC(=O)c1ccc(F)cc1	-5
Cc1ccc([C@H](CNS(=O)(=O)c2ccc(OC(F)(F)F)cc2)OCCO)cc1	-12
NC(=NOC(=O)c1cccs1)c1cccc([N+](=O)[O-])c1	12
O=S(=O)(O)c1ccc2ccc3ccccc3c2c1	-9
O=C(COc1ccc(Cl)cc1)NCCSc1ncc(-c2ccc(F)cc2)[nH]1	-6
CC(C)c1ccc(C=NNC(=O)c2ccc(Cn3cccn3)o2)cc1	5
COc1ccc(OC)c(NC(=NC(=S)Nc2ccccc2)Nc2nc(C)cc(C)n2)c1	-3
CCc1cc(C(c2cccc(F)c2)N2CCN(CCO)CC2)c(NC(=O)c2ccccc2)s1 (stereo not given)	-5&21
Cc1ccc(-c2c(C(=O)NN=Cc3ccncc3)nnn2-c2nonc2N)cc1	-9
O=S(=O)(NCc1ccccc1)N1CCCCC1	9

Some of these compounds in order of formula weight, largest number first.
canonical_smiles	PriA SSB inh
Cc1ccc(-c2c(C(=O)NN=Cc3ccncc3)nnn2-c2nonc2N)cc1	-9
O=C(NCC1CCN(C(=O)c2cccnc2)CC1)C1COc2ccccc2O1 (stereo not given)	-9
NC(=Nc1nc2ccccc2o1)NC(=O)c1ccc(F)cc1	-5

The list goes on:
canonical_smiles	PriA SSB inh
COc1cc2nc(NC(=O)[C@@H]3CCCN3S(=O)(=O)c3ccc(Cl)s3)sc2cc1OC	22
COc1ccc(C=NNC(=O)Cn2cc(C(F)(F)F)ccc2=O)cc1	-4
CCCCOC(=O)c1ccc(NC(=O)CCN2C(=O)c3ccccc3S2(=O)=O)cc1	-7
O=C(Nc1nc2c(s1)CN(C(=O)Nc1ccc3c(c1)OCO3)CC2)C1CC1	3
Clc1ccc(Cn2ncc3c(NCc4ccc(Cl)cc4Cl)ncnc32)cc1	-7
COc1ccccc1CC(=O)N1CCC[C@H](Cc2nc(-c3ccccc3C)no2)C1	-21
O=C(NCCn1ncc2c(=O)n(Cc3ccc([N+](=O)[O-])cc3)cnc21)c1cccc(C(F)(F)F)c1	6
O=C(O)Cn1c(-c2ccc(Br)cc2)nc(=O)c2c1CCCC2	-11
Cc1ccsc1C=Nn1c(C2CCCCC2)n[nH]c1=S	-2
O=C(c1n[nH]c2c1CCCC2)N1CCC(n2c(=O)[nH]c3ccccc3c2=O)CC1	-19
CCCCCCNC(=O)N[C@@H](C(=O)NCCC[C@H]1CN2C(=NC[C@@H]2Cc2ccccc2)N1CCc1cccc(OC)c1)C(C)C	12
Cn1cnc2c(Cl)ncnc21	2
COc1cc([N+](=O)[O-])ccc1NC=CC(=O)c1cccs1	-12
CN(C)S(=O)(=O)N1CCc2nc(NC(=O)c3ccsc3)sc2C1	6
O=C(Cc1noc2ccccc12)NCc1nnc2ccc(-c3cccs3)nn12	0
O=C1C=C(C(F)(F)F)c2ccc(NC3CCCCC3)c3cccc1c23	-72
CCOc1ccc(C=NNC(=O)C2CC2)c(OCC)c1	-5
CCOc1ccc(NC(=O)CSC2=C(C#N)C(c3cccs3)C3=C(CC(C)(C)CC3=O)N2)cc1 (stereo not given)	24
Cc1ccc(NC(=O)NCC2CCN(Cc3ccccc3)CC2)cc1C	-8
CCC(=NNc1cccc2ccccc12)c1c(O)[nH]c(=O)[nH]c1=O	22
COc1ccc(C=NN(CCC(=O)NC(C)(C)C)C2=NS(=O)(=O)c3ccccc32)cc1	-19
COCCn1nnn(-c2ccc(NC(=O)c3ccccc3Br)cc2)c1=O	-17
CCOc1ccc(-n2ccnc(SCC(=O)Nc3ccc(F)cc3F)c2=O)cc1	2
COC(=O)c1ccc(C(=O)NCC[C@H](O)c2cccs2)cc1	-6
O=C(CSCc1ccccc1)NC[C@@](O)(c1cccs1)C1CC1	-5
CC(=O)C1CCC2C3CC=C4CC(O)CCC4(C)C3CCC12C (stereo not given)	-6
COc1cc(C(=O)Nc2ccccc2OC(F)(F)F)on1	-7
O=S(=O)(NCCC(O)c1cccs1)c1ccc(Br)s1 (stereo not given)	13
O=C1Nc2ccccc2Oc2ccc(NC(=O)c3ccccc3S(=O)(=O)C(F)F)cc21	-21
CS(=O)(=O)c1cccc(C(=O)Nc2nc3cc([N+](=O)[O-])ccc3s2)c1	2
CCOC(=O)N1CCC(NC(=O)Cn2ccn(-c3ccccc3OCC)c(=O)c2=O)CC1	-7
Cc1nnsc1C(=O)N1Cc2cnc(N3CCOCC3)nc2C1	-3
O=C(NCc1ccccn1)C(=O)NCC1COC2(CCCC2)O1 (stereo not given)	2
Cc1ccc2c(c1)NC(=O)c1cc(NC(=O)c3ccc(Br)o3)ccc1O2	-10
Cc1cc(-c2nnc(NC(=O)c3ccc(Br)s3)o2)n(C)n1	0
CC1CCN(C(=O)CSc2ccc(NC(=O)c3ccco3)nn2)CC1	-8&2
O=C(NCCn1nc(-c2cccs2)ccc1=O)Nc1ccc(F)cc1	2
Cc1nnsc1C(=O)N1CCC(c2ccsc2)CC1	-5
COc1cc(-c2nnc(NC(=O)CN3C(=O)c4ccccc4C3=O)o2)cc(OC)c1OC	-8
O=C(NN=Cc1ccccc1C(=O)O)c1ccncc1	-20
N#Cc1ccc(CCC(=O)NC[C@H]2CCCN2c2nccs2)cc1	-1
CC(C)N(C(=O)CSc1nncc(=O)n1N)c1ccccc1	-4
O=C(O)c1cccc(NC(=NS(=O)(=O)c2ccccc2)c2ccccc2)c1	-19
CO[C@@]1(CNC(=O)C2(c3ccc(F)cc3)CC2)CCSC1	2
C=CCn1c(=S)[nH]c2scc(-c3ccccc3Cl)c2c1=O	-3

(continued)
compound,PriA SSB inh
CNC(=O)C1CCC(C)(C(=O)O)C1(C)C (stereo not given),-22
CCOC(=O)C=c1sc(=Cc2ccc(C#N)cc2)c(=O)n1CC(=O)NCc1ccco1,4
CSc1ccccc1NC(=O)C(=O)c1c(C)n(C)c2ccccc12,-3
NC(CN1CCCC1=O)=NOC(=O)c1ccccc1Cl,-9
COc1cccc2sc(=NC(=S)NC(=O)c3ccc(C(=O)c4ccccc4)cc3)n(C)c12,-14
Cc1n[nH]c(C)c1C(=O)N1CCC(Oc2ccc(N(C)C)nn2)C1 (stereo not given),-5
Cc1onc(-c2ccccc2Cl)c1C(=O)NCC(c1ccc2c(c1)CCN2C)N1CCOCC1 (stereo not given),22
CN(C)CCOc1ccc(C#N)cn1,18
COC(=O)c1ccc(S(=O)(=O)N2CCC(c3ccsc3)CC2)cc1,-14
CC(Cc1ccccc1)=NNC(=O)CNC(=O)c1ccccc1,-19
Cc1ccc(C=NNC(=O)COc2ccc(C)cc2[N+](=O)[O-])cc1,-3
Cc1ccc2cc(C=NNC(=O)[C@H](C)NC(=O)OC(C)(C)C)c(Cl)nc2c1,2
O=C(CCN1CCN(C(c2ccccc2)c2ccccc2)CC1)N/N=C/c1cccc([N+](=O)[O-])c1,25
COc1ccc(OC)c(-c2cc(C(=O)N(Cc3cccn3C)C3CC3)n(C)n2)c1,-9
O=C(COc1ccc(Cl)cc1Cl)N/N=C\C=C\c1ccccc1,11
Cc1ccc2nc(-c3ccc(NC(=O)c4cc5nc(C)ccc5o4)cc3)sc2c1,-7&10
O=C(NC(=O)C(F)(F)F)N1CCCc2ccccc21,-1
Cc1cc(=O)n(CC(=O)NCc2cccnc2-c2ccsc2)cn1,-7
O=C(COc1cccc(C(F)(F)F)c1)N1CCSC(c2ccccc2)CC1 (stereo not given),-14
CC(=NNC(=O)c1ccc(C)s1)c1cccc(NC(=O)COc2ccc(Cl)cc2Cl)c1,13
S=c1cc(-c2cc(Cl)cc3c2OCOC3)oc2ccc(Cl)cc12,-11
COc1ccc(S(=O)(=O)N(C(=O)c2ccncc2)c2ccc3oc(C)c(C(C)=O)c3c2)cc1,7
O=C(Nc1cccc(F)c1)C1CCN(c2ccc(-n3cccn3)nn2)CC1,1
CCOC(=O)c1ccccc1NC(=O)CSc1ccc(-c2ccc(C)cc2)nn1,-6
Cc1nn(C)c(Cl)c1C=NOC(=O)c1ccc(F)cc1,4
CN(C)c1ccc(C(CNC(=O)c2cccc(F)c2)N2CCc3ccccc3C2)cc1 (stereo not given),55
CCOC(=O)c1ccc(Nc2nc(Nc3ccc(C)c(C)c3)nc(N3CCOCC3)n2)cc1,5
CCOC(=O)N1CCN(C(=O)c2ccc(COc3cccc4c3OC(C)(C)C4)cc2)CC1,-8
O=C(/C=C/c1cccs1)Nc1nc2c(cc3c4c(cccc42)CC3)s1,-5
Cc1oc2c3c(ccc2c(=O)c1-c1ccc(Cl)cc1)OCN(Cc1ccco1)C3,-16
CS(=O)(=O)N1CCC(C(=O)N(Cc2cccnc2)c2nc3c(F)cccc3s2)CC1,1&3
Cc1nc2ccc(Cl)cc2c(-c2ccccc2)c1C(=O)/C=C/c1cccc(Br)c1,-5
COc1ccc(CCn2c(C)nc3c(c(=O)c4ccccc4n3C)c2=O)cc1OC,-18
Cc1cn2c3c(=O)n(Cc4c(F)cccc4Cl)c(=O)n(C)c3nc2n1CCOCCO,-24
COc1ccc(C=NS(=O)(=O)c2ccccc2)cc1OC,-12&-11
O=c1oc2ccccc2c(O)c1C=Nc1cccc([N+](=O)[O-])c1,-17
COc1ccc(-c2cc3nc(C)cc(N4CCN(c5nc(C)cc(C)n5)CC4)n3n2)cc1OC,-8
Cn1nc(CNC(=O)COc2ccc(Cl)cc2Cl)cc1C1CC1,-12
CCOC(=O)c1c(NC(=O)c2ccnn2CC)sc2c1CC(C)(C)NC2(C)C,-9
N#Cc1c(NC(=O)c2ccc(S(=O)(=O)N3CCc4ccccc43)cc2)sc2c1CCC2,-6
COc1ccc(Cl)cc1NC(=O)NCC(c1ccsc1)N1CCOCC1 (stereo not given),-10
Nc1nonc1-n1nnc(C(=O)NN=Cc2cccc(Cl)c2)c1-c1ccc2c(c1)OCO2,-12
O=C(NCc1nc2ccccc2[nH]1)C1CN(C(=O)c2ccc3c(c2)OCO3)C1,-13
COC(CNC(=O)C(=O)Nc1ccc(F)c(Cl)c1)c1ccc(C)s1 (stereo not given),-3
COC(=O)c1ccc(Cl)cc1NC(=O)c1ccc2c(c1)OCCCO2,-10
Cc1ccc(/C=C/S(=O)(=O)Nc2ccc3c(c2)CN(S(=O)(=O)c2ccccc2)CC3)cc1,-13
COc1ccc(NC(=O)CSc2ccc(NC(=O)c3cccs3)nn2)c(OC)c1,-8
CC1CN(CCc2ccccc2)C(C)CC1=NO (stereo not given),-5
CC(C)COC(=O)/C(C#N)=C/c1ccc(-c2cccc([N+](=O)[O-])c2)o1,8
O=C(NCc1ccc(F)cc1)C(=O)NCC1CCN(Cc2ccco2)CC1,-27

Following part:
compound,PriA SSB inh
COC(=O)c1cc(=O)c2ccccc2[nH]1,-6
Cc1nccn1CCNC(=O)CCSc1ccccc1,-12
O=C(NCCC(O)c1cccs1)c1c(F)cccc1Cl (stereo not given),-9
CCOc1ccc(-n2ccn3c(CC(C)CC(=O)NCc4cccc(OC)c4)nnc3c2=O)cc1 (stereo not given),-14&11

Arranged by formula weight (lowest first): part of the list above.
compound,PriA SSB inh
COC(=O)c1cc(=O)c2ccccc2[nH]1,-6
Cc1nccn1CCNC(=O)CCSc1ccccc1,-12
O=C(NCCC(O)c1cccs1)c1c(F)cccc1Cl (stereo not given),-9
CC(C)COC(=O)/C(C#N)=C/c1ccc(-c2cccc([N+](=O)[O-])c2)o1,8
Cn1nc(CNC(=O)COc2ccc(Cl)cc2Cl)cc1C1CC1,-12
COC(=O)c1ccc(Cl)cc1NC(=O)c1ccc2c(c1)OCCCO2,-10
COC(CNC(=O)C(=O)Nc1ccc(F)c(Cl)c1)c1ccc(C)s1 (stereo not given),-3
O=C(NCc1nc2ccccc2[nH]1)C1CN(C(=O)c2ccc3c(c2)OCO3)C1,-13
COc1ccc(Cl)cc1NC(=O)NCC(c1ccsc1)N1CCOCC1 (stereo not given),-10
CCOC(=O)c1c(NC(=O)c2ccnn2CC)sc2c1CC(C)(C)NC2(C)C,-9
COc1ccc(NC(=O)CSc2ccc(NC(=O)c3cccs3)nn2)c(OC)c1,-8
Nc1nonc1-n1nnc(C(=O)NN=Cc2cccc(Cl)c2)c1-c1ccc2c(c1)OCO2,-12
COc1ccc(-c2cc3nc(C)cc(N4CCN(c5nc(C)cc(C)n5)CC4)n3n2)cc1OC,-8
Cc1ccc(/C=C/S(=O)(=O)Nc2ccc3c(c2)CN(S(=O)(=O)c2ccccc2)CC3)cc1,-13
CCOc1ccc(-n2ccn3c(CC(C)CC(=O)NCc4cccc(OC)c4)nnc3c2=O)cc1 (stereo not given),-14&11

Assay outcomes deposited in PubChem by Small Molecule Screening Facility, UW Madison.
